TWEAK Fn14 block: inhibitors of TWEAK-Fn14 signaling, primary screen, luciferase reporter cells, uHTS; TWEAK-stimulated Fn14 reporter cells, luciferase luminescence, 8 h; inhibition, % at 10 µM; hit rate 2% among 360,000; in the data active = inhibition above about 50%
Granule exo inh: LAMP-1 surface exposure blockers, TALL-104 cells – cell-based, flow cytometry, MLPCN library, primary screen | AID 651702, 2012 | inhibition, % at 10 µM | TALL-104 LAMP-1 surface exposure; cells stimulated with thapsigargin and PMA | hit rate 0.66% among 360,000;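 active = inhibition above about 55%, limit read from the data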
TLR9-MyD88 block: inhibitors of TLR9-MyD88 association in cells, primary screen, cell-based, CHO, BLA complementation, fluorescence; Toll-like receptor 9 (Homo sapiens) + Myeloid differentiation primary response protein …; CCF4 FRET ratio; inhibition, % at 4.98 µM; hit rate 0.21% among 340,000; AID 504734, 2011;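 active = inhibition above the mean over all tested compounds plus 3 SD, cut at about 21% in these data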;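 also: 0% = DMSO only wells and 100% = clavulanate BLA inhibitor control wells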
TROY NFkB inh: inhibitors of TROY-driven NF-kB signaling, primary screen, Q293 LMP1-TROYcd cells, NF-kB luciferase, uHTS | Q293 LMP1-TROYcd NF-kB luciferase reporter, 4 h | inhibition, % at 10 µM | hit rate 0.98% among 360,000;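 active = compounds whose plate-normalised and pattern-corrected inhibition of the luciferase reporter signal at the single screening dose is 50% or more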
NOD2 RIPK2 PPI: NOD2-RIPK2 binding disruptors in cells, primary screen, fluorescence, CHO cells, BLA complementation. CCF4 ratio. inhibition, % at 4.98 µM. hit rate 0.38% among 360,000. AID 624267, 2012; in the data active = inhibition above about 21%;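 also: 0% = vehicle only and 100% = reference blocker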
Target sequence (O43353 whole entry, looked up): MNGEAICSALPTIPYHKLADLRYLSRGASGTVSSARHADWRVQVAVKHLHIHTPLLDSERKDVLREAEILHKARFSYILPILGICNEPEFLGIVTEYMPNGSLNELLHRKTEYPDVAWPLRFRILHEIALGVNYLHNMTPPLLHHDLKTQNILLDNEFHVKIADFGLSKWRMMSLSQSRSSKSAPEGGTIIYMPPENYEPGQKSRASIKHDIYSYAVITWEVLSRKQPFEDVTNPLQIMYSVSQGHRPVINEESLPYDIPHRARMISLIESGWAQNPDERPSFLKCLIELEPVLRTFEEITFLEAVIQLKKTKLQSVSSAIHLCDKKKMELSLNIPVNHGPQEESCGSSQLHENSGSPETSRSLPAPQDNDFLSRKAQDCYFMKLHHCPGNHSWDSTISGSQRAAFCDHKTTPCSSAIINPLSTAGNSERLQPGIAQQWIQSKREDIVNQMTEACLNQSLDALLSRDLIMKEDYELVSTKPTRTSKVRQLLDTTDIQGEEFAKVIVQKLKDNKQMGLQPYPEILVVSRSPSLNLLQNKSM
LRH-1 inv ag: LRH-1 (NR5A2) inverse agonists, primary screen, cell-based, luminescence, HEK293T, StAR-luciferase reporter; Nuclear receptor subfamily 5 group A member 2 (Homo sapiens), O00482; LRH-1 transfected, 24 h; inhibition, % at 3.6 µM; hit rate 0.13% among 360,000; AID 602396, 2012;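 active = inhibition above the mean inhibition of all tested compounds plus 3 SD, cut at about 73% in these data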;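 also: 0% = DMSO wells and 100% = reporter-only cells lacking LRH-1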
NCOA2 inhibitor: inhibition of GAL4-SRC2 driven luciferase reporter, primary screen, SRC2 inhibitor project, cell-based, luminescence; Nuclear receptor coactivator 2 (Homo sapiens), Q15596; HEK293 GAL4-SRC2 luciferase reporter; inhibition, % at 9 µM; hit rate 0.17% among 370,000; AID 651957, 2012;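 active = inhibition above the mean inhibition of all tested compounds plus 3 SD, set per campaign, cut at about 52% in these data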;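 also: 0% = DMSO treated cells and 100% = cells given Gossypol at 36 µM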
ABHD5 PLIN5 PPI: ABHD5-PLIN5 interaction inhibitors, primary screen, cell lysate, split luciferase complementation, luminescence. inhibition, % at 4 µM. Split G. princeps luciferase complementation, 4 h. hit rate 0.78% among 360,000. AID 602281, 2012;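 active = inhibition above the mean inhibition across every tested compound plus 3 SD, cut at about 22% in these data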;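 also: 0% = DMSO only wells and the 100% control is not disclosed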
SRC1 inh: SRC1 coactivator transcriptional activity inhibitors, primary screen, cell-based, luminescence. AID 588354, 2011. Nuclear receptor coactivator 1 (Homo sapiens), Q15788. hit rate 0.12% among 360,000. inhibition, % at 3.6 µM. HEK293 GAL4-SRC1 luciferase reporter;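 active = inhibition above the campaign mean plus 3 SD, with each screening campaign given its own cutoff, cut at about 60% in these data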;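 also: 0% = DMSO treated cells and 100% = gossypol at 36 µM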
NCOA3 inh: SRC3 coactivator transcriptional activity inhibitors, primary screen, cell-based, luminescence; Nuclear receptor coactivator 3 (Homo sapiens), Q9Y6Q9; HEK293 GAL4-SRC3 luciferase reporter; inhibition, % at 3.6 µM; hit rate 0.17% among 360,000;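 active = inhibition above a per-campaign cutoff, the mean of all compounds plus 3 SD, cut at about 60% in these data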;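 also: 0% = DMSO-treated cells and 100% = gossypol-treated cells at 36 µM; higher means less SRC3-driven luciferase light from the GAL4 reporter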
COUP-TFII inh: NR2F2 transcriptional activity inhibitors, primary screen, cell-based, luciferase reporter, HEK293T, luminescence; HEK293T NGFI-A luciferase reporter; inhibition, % at 8.6 µM; hit rate 0.7% among 370,000;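 active = inhibition above a per-plate cutoff, mean inhibition of test wells between control levels plus 3 SD, cut at about 38% in these data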;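 also: cells cotransfected with COUP-TFII expression vector driving the NGFI-A reporter; 0% = median of COUP-TF2 test wells and 100% = reporter-only cells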
Target sequence (P24468 whole entry, looked up): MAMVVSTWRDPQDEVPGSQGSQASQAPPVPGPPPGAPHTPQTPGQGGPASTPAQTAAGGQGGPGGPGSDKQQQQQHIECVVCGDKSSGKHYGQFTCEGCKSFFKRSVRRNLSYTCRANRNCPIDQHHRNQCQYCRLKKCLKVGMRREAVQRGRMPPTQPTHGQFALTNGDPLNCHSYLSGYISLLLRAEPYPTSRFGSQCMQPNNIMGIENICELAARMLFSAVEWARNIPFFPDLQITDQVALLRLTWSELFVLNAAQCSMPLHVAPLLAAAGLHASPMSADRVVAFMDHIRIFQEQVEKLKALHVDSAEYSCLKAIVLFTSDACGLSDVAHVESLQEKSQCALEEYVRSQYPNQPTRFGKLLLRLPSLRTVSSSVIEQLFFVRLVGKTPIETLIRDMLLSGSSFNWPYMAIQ
* = called active by the depositor; x = no result given. Some of the compounds tested; the hit share may differ from the screen's.

molecule | TWEAK Fn14 block | Granule exo inh | TLR9-MyD88 block | TROY NFkB inh | NOD2 RIPK2 PPI | LRH-1 inv ag | NCOA2 inhibitor | ABHD5 PLIN5 PPI | SRC1 inh | NCOA3 inh | COUP-TFII inh
CN(C)c1ccc(/C=N/N=C/c2ccccc2O)cc1 | 59* | 18 | 20 | 48 | -6 | -88 | -30 | 1 | -58 | -33 | -24
COc1ccccc1-n1c(CNC(=O)c2cccs2)n[nH]c1=S | 4 | 0 | -10 | 3 | 0 | 8 | 8 | 4 | 1 | -8 | 6
COc1ccccc1NC(=O)/C(C#N)=C/c1cccn1C | -7 | -10 | -2 | -32 | 0 | 3 | -7 | -1 | -56 | -16 | -32
O=C(Nc1ccc2nc3ccccc3nc2c1)c1ccccc1 | 2 | 1 | 4 | -45 | 13 | -161 | -66 | -3 | -97 | -91 | -43
CCOC(=O)CC(=O)CSc1nc2c(cc1C#N)CCC2 | -6 | 2 | -4 | -37 | -3 | -22 | -45 | -12 | -48 | -24 | -24
CCc1nc2ccc(C(=O)N3CCCCC3)cn2c1N(CCC(C)C)CCN(C)C | 4 | -8 | x | -8 | -5 | 17 | -8 | 6 | -2 | 8 | -9
Cc1ccc(C(=O)OCC(=O)NCc2ccco2)s1 | 9 | -3 | 8 | -2 | 3 | -5 | 7 | 0 | -13 | 5 | 10
C1=C[C@H]2CCCN3CC[C@@H]([C@@H]2[C@]32CO2)[C@H]1CCOCc1ccccc1 | 1 | -2 | x | 1 | -11 | -13 | -10 | 4 | x | x | 12
C=CCn1c(SCc2c(C)noc2C)nc2sc3c(c2c1=O)CCCC3 | 3 | 3 | -3 | 28 | -6 | -29 | 4 | 1 | -4 | -4 | -2
COc1ccccc1NC(=O)Nc1nnc(CC(=O)Nc2cccc(C)c2)s1 | 11 | 0 | 6 | 7 | -7 | -7 | 14 | 10 | -15 | -12 | 4
O=c1oc2ccccc2c2c1ncn2CCN1CCOCC1 | -5 | 2 | 2 | -18 | 8 | -4 | -11 | 1 | 3 | 3 | 4
CCc1cccc(OC2OC(CO)C(O)C(O)C2NC(C)=O)c1 (stereo not given) | -12 | 4 | -4 | -18 | -13 | 9 | -8 | 4 | 2 | -2 | -15
COc1nccnc1NS(=O)(=O)c1ccc(NC(=S)NC(=O)c2ccccc2F)cc1 | 21 | -1 | 0 | -6 | 0 | -6 | -16 | -3 | 5 | 5 | 2
CCc1ccc(NC(=O)C(C)OC(=O)C2CCC(=O)N2)cc1 (stereo not given) | 1 | -4 | 7 | -23 | 9 | -8 | -41 | -10 | -36 | -3 | 13
CC(C)c1nnc(-c2ccc(Cl)cc2)c(N(C)C)n1 | -9 | 1 | -5 | -8 | 1 | -4 | -25 | -10 | -30 | -4 | -3
CCCn1nnc(NC(=O)c2sc3ccccc3c2Cl)n1 | -23 | -4 | -12 | -23 | -4 | -119 | -25 | -1 | -56 | -78 | -27
COc1cccc(/C=C/C(=O)OCC(=O)Nc2cccc(S(=O)(=O)N3CCCCC3)c2)c1OC | 39 | -5 | 6 | 13 | 4 | -3 | 12 | -8 | 3 | -20 | -15
N#CC(=C1C=C(Br)C(=NO)C=C1Cl)c1ccc(Cl)cc1 | 27 | 4 | -1 | 31 | 9 | 20 | 2 | -13 | -2 | -2 | 22
Cc1ccc(NC(=O)CS(=O)CC(=O)N2CCN(c3ccccc3)CC2)cc1 (stereo not given) | 13 | -4 | -3 | 10 | -1 | 23 | -32 | -6 | -3 | -31 | -3
CC(NS(=O)(=O)c1ccc(CCC(=O)N2CCN(C)CC2)cc1)c1ccccc1 (stereo not given) | 16 | -3 | -9 | -11 | -2 | 16 | -30 | 4 | 0 | 6 | -4
CC1=C/C(=N\OS(=O)(=O)c2ccccc2)C=CC1=O | 17 | 24 | 0 | -1 | 11 | 14 | x | 6 | 1 | 8 | x
O=C(Nc1ccccc1)OCCOc1ccc(Br)cc1 | -22 | -1 | -7 | 10 | -5 | 13 | -55 | -5 | 11 | 3 | 13
COc1cccc(C(=O)Nc2ccc(NC(=O)Cc3ccccc3)cc2)c1 | -7 | 0 | -1 | -10 | 9 | 1 | 5 | 4 | -17 | -36 | 1
C=CCOc1ccc(C2C(C#N)=C(N)N(Nc3ccccc3)C3=C2C(=O)CC(C)(C)C3)cc1OC (stereo not given) | -25 | 7 | 5 | -6 | 2 | -1 | 16 | -4 | -10 | -4 | 10
OC(COC1CCCCC1)CN1CCCCC1 (stereo not given) | 3 | -2 | -11 | -11 | -8 | 10 | 2 | 0 | 10 | 7 | -7
Cc1ccccc1NC(=O)Cc1nc(COC(=O)COc2ccc(C(C)(C)C)cc2)cs1 | 14 | 3 | -2 | 2 | -9 | -16 | 16 | 13 | 0 | -6 | 13
Cc1ccn2c(CN3CCOCC3)c(-c3ccccc3)nc2c1 | -8 | 2 | -11 | -61 | 11 | -103 | -39 | 5 | -72 | -52 | -33
CCOc1ccc(NC(=O)c2ccc3c(SCC(=O)O)c4c(nc3c2)CCCC4)cc1 | 0 | 3 | 8 | -11 | -11 | -15 | 15 | -4 | -3 | -2 | 13
Cn1c(=O)n(C)c2cc(NC(=O)Cc3ccccc3[N+](=O)[O-])ccc21 | 2 | -24 | -2 | -5 | 0 | 9 | -18 | -2 | 18 | 15 | -11
COc1ccc(Nc2cc(Cl)nc(N)n2)cc1 | -12 | 0 | 7 | 4 | -14 | -14 | -11 | -6 | -36 | -52 | -26

Shown as a hit in TWEAK Fn14 block, of those listed so far:
molecule	TWEAK Fn14 block	Granule exo inh	TLR9-MyD88 block	NOD2 RIPK2 PPI	LRH-1 inv ag	NCOA2 inhibitor	ABHD5 PLIN5 PPI	SRC1 inh	NCOA3 inh	COUP-TFII inh
CN(C)c1ccc(/C=N/N=C/c2ccccc2O)cc1	59*	18	20	-6	-88	-30	1	-58	-33	-24

More results follow.
molecule | TWEAK Fn14 block | Granule exo inh | TLR9-MyD88 block | TROY NFkB inh | NOD2 RIPK2 PPI | LRH-1 inv ag | NCOA2 inhibitor | ABHD5 PLIN5 PPI | SRC1 inh | NCOA3 inh | COUP-TFII inh
COC(=O)Cn1c(CCS(=O)(=O)c2ccc(C)c(C)c2)nc2ccccc21 | -2 | -4 | 2 | -3 | -7 | 2 | 3 | 7 | 11 | -13 | -19
CCN(/N=C/c1ccccc1)c1cc(=O)n(C)c(=O)[nH]1 | 3 | -3 | 8 | -1 | -3 | 21 | -5 | -2 | -1 | 2 | -24
N#Cc1c(N)nc(Sc2ccc(Cl)cc2)c(C#N)c1-c1ccccc1Cl | 58* | 79* | 0 | 48 | 5 | 3 | -12 | 5 | 7 | 25 | -8
Cc1ccc2c(Cl)cc(Cl)c(OCc3c(C)noc3C)c2n1 | -17 | 59* | -9 | -14 | 5 | -5 | 19 | 0 | 0 | 6 | -13
CC(C)(C#N)NC(=O)C(=O)c1c(-c2ccccc2)cc2ccccn12 | -18 | -3 | -1 | 1 | -5 | -10 | 14 | -1 | -1 | 15 | 5
Cc1ccc(C(=O)Nc2ccccc2N2CCCC2)s1 | 2 | -9 | -3 | 1 | 9 | 6 | -4 | 1 | -5 | -7 | -15
O=S(=O)(c1ccc2ccccc2c1)N1CCN(C(=S)Nc2ccc(F)cc2)CC1 | 27 | 7 | 1 | 26 | 5 | 10 | -3 | 0 | 13 | 3 | 10
CCOC(=O)c1c(C)c(C(=O)NCc2ccco2)c(C)n1Cc1ccccc1 | 6 | 0 | -2 | 2 | -2 | -24 | x | 11 | -2 | 13 | x
CCCCNC(=O)N(O)C1N(/N=C/c2cccnc2)C(=S)SC1(C)C (stereo not given) | -11 | 3 | -4 | -7 | -12 | -15 | 11 | -4 | -14 | 8 | -12
O=c1[nH]n(-c2ccccc2Cl)c(=O)c2ccccc12 | 14 | -4 | -1 | -1 | 5 | -1 | -22 | -2 | 6 | 0 | 3
COc1ccc(OC)c(NC(=O)CSc2nnc(CNC(=O)COc3ccc(Cl)cc3)o2)c1 | -4 | -2 | -17 | 0 | 7 | 11 | -14 | -2 | 1 | 4 | 5
CC(C)n1c(SCC(=O)Nc2ccc(N3CCOCC3)cc2)nnc1-c1ccco1 | 8 | 0 | -3 | 11 | -6 | 50 | 5 | -10 | 4 | 13 | -8
CCc1ccccc1NC(=S)NCCSc1ccc(Cl)cc1 | -13 | 0 | -4 | 42 | -6 | -18 | 15 | -8 | -30 | 2 | 11
Cn1c(-c2ccc3c(c2)OCO3)cnc1NCc1ccccc1 | -6 | 0 | 0 | -30 | 2 | -17 | -22 | -1 | -16 | -17 | -14
CC1CCc2c(sc3nc(CN4CCOCC4)nc(N4CCc5ccccc5C4)c23)C1 (stereo not given) | -24 | -2 | 3 | 20 | 0 | 1 | -3 | 10 | -31 | 7 | 24
COc1cccc(C(=O)Nc2ccc(C3CC3(Cl)Cl)cc2)c1 (stereo not given) | -7 | 4 | 1 | -37 | -3 | -132 | -46 | -2 | -102 | -55 | -44
CCc1cccc(CC)c1NC(=O)CSc1nc2ccc(N3C(=O)C4C5C=CC(C5)C4C3=O)cc2s1 (stereo not given) | 14 | 2 | 1 | 20 | 7 | -1 | 3 | 3 | 13 | 3 | 39*
CN1CCN(CC(=O)Nc2cc(N(C)C)nc3ccccc23)CC1 | -23 | 15 | 5 | -23 | -7 | -5 | -84 | -6 | 12 | 13 | -12
CC(=O)Nc1ccc(-c2csc(NC(=O)C3CCN(S(=O)(=O)c4cccs4)CC3)n2)cc1 | 12 | 2 | -8 | -5 | 0 | 6 | -10 | 3 | -1 | 21 | 20
CCN(CC(=O)Nc1c(F)cccc1F)C(=O)/C=C/c1ccc2c(c1)OCO2 | -16 | 3 | 1 | -50 | -10 | -17 | -69 | 10 | -26 | -6 | -3
CNS(=O)(=O)c1cnccc1N1CCN(c2cccc(Cl)c2)CC1 | -3 | 1 | -1 | 0 | -11 | 10 | 12 | -3 | -5 | -3 | -2
Cc1cccc(COc2ccc(/C=N/NC(=O)c3nnn(-c4nonc4N)c3C)cc2)c1 | -9 | -5 | -13 | -24 | -2 | -26 | -9 | -2 | -1 | -11 | -7
COc1ccc(Cl)cc1C(=O)N1CCN(Cc2ccc3c(c2)OCO3)CC1 | -7 | -7 | -3 | 7 | -4 | 14 | 16 | 2 | -7 | 14 | -9
CCC(NC(C)C)C(O)c1ccc(O)c(O)c1 (stereo not given) | -16 | 0 | 3 | 5 | 6 | 10 | -11 | -2 | -21 | -35 | -38

Source: PubChem BioAssay (several laboratories)
